Source: PubChem BioAssay (Broad Institute)
Mtb BioA inh = BioA (M. tuberculosis) enzyme inhibition; purified M. tuberculosis BioA enzyme, plate reader; AID 602481; inhibition, % at 9.99 µM; 360,000 tested, 0.096% active; in the data active = inhibition above about 40%
TcdB inh = blocks C. difficile toxin B glycohydrolase activity; AID 652162; inhibition, % at 9.99 µM; 350,000 tested, 0.24% active; P18177; TcdB glycohydrolase enzymatic assay, plate reader; in the data active = inhibition above about 10%
Target sequence (P18177 whole entry, looked up): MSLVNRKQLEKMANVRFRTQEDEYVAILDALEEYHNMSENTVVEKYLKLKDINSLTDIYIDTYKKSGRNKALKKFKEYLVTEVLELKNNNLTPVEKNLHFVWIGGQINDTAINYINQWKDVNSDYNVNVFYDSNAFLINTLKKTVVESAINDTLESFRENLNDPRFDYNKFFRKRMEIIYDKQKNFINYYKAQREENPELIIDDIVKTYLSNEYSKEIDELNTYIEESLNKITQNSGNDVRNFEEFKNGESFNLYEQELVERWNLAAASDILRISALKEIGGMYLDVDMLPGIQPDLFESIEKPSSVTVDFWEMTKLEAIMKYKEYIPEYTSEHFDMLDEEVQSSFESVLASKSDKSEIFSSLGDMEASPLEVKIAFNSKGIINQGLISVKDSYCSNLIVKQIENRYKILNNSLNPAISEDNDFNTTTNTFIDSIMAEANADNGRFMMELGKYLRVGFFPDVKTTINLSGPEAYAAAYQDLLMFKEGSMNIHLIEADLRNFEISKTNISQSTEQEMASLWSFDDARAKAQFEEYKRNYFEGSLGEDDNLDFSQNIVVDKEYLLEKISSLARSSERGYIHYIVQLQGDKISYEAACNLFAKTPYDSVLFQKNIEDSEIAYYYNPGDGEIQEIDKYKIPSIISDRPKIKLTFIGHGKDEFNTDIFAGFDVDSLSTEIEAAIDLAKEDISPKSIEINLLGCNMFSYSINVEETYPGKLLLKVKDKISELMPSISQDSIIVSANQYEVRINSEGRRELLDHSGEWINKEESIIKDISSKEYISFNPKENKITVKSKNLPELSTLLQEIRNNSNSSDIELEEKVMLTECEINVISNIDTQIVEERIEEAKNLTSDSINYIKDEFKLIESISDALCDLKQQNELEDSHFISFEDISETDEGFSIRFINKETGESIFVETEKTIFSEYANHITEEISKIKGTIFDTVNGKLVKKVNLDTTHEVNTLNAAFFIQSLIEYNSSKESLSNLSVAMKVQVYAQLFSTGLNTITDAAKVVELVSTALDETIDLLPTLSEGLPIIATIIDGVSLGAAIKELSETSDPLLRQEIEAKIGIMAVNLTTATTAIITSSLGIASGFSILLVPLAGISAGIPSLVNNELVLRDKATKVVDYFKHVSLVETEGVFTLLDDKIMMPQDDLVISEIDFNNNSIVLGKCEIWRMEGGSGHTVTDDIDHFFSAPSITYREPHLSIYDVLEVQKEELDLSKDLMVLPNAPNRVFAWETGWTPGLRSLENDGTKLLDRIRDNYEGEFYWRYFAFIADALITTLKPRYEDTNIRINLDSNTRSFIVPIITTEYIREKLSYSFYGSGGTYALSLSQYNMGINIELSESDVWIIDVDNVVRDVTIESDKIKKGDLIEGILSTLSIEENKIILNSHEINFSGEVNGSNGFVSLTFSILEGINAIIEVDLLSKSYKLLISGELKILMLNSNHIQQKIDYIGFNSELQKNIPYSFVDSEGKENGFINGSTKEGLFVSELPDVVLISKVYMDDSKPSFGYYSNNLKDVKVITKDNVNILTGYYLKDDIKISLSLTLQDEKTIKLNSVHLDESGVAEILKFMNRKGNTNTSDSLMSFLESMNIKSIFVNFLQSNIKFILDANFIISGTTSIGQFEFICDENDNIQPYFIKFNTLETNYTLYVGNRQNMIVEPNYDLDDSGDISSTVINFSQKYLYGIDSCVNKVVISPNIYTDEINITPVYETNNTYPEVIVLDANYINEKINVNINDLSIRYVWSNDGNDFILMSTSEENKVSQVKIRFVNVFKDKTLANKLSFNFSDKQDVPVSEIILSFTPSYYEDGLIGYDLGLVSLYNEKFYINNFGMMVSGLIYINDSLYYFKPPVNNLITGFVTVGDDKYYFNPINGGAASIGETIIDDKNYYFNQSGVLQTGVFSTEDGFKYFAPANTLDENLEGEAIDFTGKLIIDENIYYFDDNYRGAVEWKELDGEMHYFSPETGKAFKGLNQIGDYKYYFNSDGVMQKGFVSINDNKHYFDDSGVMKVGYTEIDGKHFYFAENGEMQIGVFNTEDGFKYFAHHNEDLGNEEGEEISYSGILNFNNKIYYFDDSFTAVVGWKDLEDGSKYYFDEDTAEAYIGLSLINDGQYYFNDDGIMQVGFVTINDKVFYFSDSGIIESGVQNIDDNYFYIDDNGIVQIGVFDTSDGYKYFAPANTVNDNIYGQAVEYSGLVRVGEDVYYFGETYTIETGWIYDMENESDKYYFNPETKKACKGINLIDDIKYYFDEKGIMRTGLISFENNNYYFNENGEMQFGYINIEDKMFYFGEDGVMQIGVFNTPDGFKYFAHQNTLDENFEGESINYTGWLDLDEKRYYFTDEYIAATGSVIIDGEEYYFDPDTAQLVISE
An asterisk follows results filed as active; & = joins results of further samples. This is a subset; the hit share may differ from the screen's.

SMILES | Mtb BioA inh | TcdB inh
CCC(=O)N(C)C[C@H]1Oc2cc(C#Cc3cccnc3)ccc2S(=O)(=O)N([C@H](C)CO)C[C@H]1C | 6.9 | -0.1
C[C@@H]1CN([C@H](C)CO)C(=O)CCCn2cc(nn2)CO[C@@H]1CN(C)S(=O)(=O)c1cccs1 | -3.1 | -1.2
Cc1cccc(-c2ccc([C@H]3[C@@H](CO)N4CCCCN(C(=O)c5ccc6c(c5)OCO6)C[C@H]34)cc2)c1 | -1.4 | 0.8
O=C(c1cccc(F)c1)N1CCCCN2[C@H](C1)[C@H](c1ccc(-c3ccccc3)cc1)[C@@H]2CO | 4.8 | 0.5
C[C@@H]1CN([C@@H](C)CO)C(=O)c2cc(C#Cc3ccccc3F)cnc2O[C@H]1CN(C)C(=O)C1CCCCC1 | -1.6 | -0.1
O=C(C[C@@H]1CC[C@H]2[C@@H](COC[C@@H](O)CN2S(=O)(=O)c2ccccc2)O1)N1CCc2ccccc2C1 | -1.3 | 0.4
O=C(C1CCCCC1)N1C[C@@H]2[C@H](c3ccccc31)[C@H](CO)N2C(=O)c1ccccc1 | -5.6 | -1.5
C[C@@H]1CN([C@@H](C)CO)C(=O)c2cc(NC(=O)NC3CCCCC3)ccc2O[C@@H]1CN(C)C(=O)NC1CCCCC1 | -1.9 | 2.5
C[C@@H]1CCCCO[C@@H](CN(C)C(=O)c2ccncc2)[C@H](C)CN([C@@H](C)CO)C(=O)c2cc(NS(=O)(=O)c3cccs3)ccc2O1 | -3.2 | 0.9
C[C@H](O)C#Cc1ccc2c(c1)O[C@@H](CN(C)Cc1cncnc1)[C@@H](C)CN([C@@H](C)CO)S2(=O)=O | 0.8 | -0.4
C[C@@H]1CN([C@H](C)CO)C(=O)Cc2cc(NC(=O)CCN3CCOCC3)ccc2O[C@@H]1CN(C)Cc1ccc(Cl)c(Cl)c1 | -4.4 | 0.6
CCCC(=O)Nc1ccc2c(c1)OC[C@@H](C)N(C(=O)CC1CC1)C[C@@H](C)[C@@H](OC)CN(C)C2=O | -0.6 | -0.7
COc1cccc(C#Cc2ccc([C@@H]3[C@@H](C#N)N(C(=O)C4CC4)[C@H]3CO)cc2)c1 | -0.6 | 0.9
COc1ccccc1NC(=O)N1CCCCN2[C@@H](CO)[C@@H](c3ccc(C#Cc4ccccc4)cc3)[C@@H]2C1 | -0.1 | 1.1
CCCNC(=O)C[C@H]1CC[C@H]2[C@@H](COC[C@H](O)CN2C(=O)C2CCOCC2)O1 | -1.6 | -1.1
CCC(=O)Nc1ccc2c(c1)C(=O)N(C)[C@H]1CC[C@@H](CC(=O)NCCc3ccncc3)O[C@H]1CO2 | -2.5 | 0.5
C[C@@H]1CN([C@@H](C)CO)C(=O)c2cc(NC(=O)Cc3ccccc3)ccc2O[C@@H](C)CCCCO[C@H]1CN(C)S(=O)(=O)c1ccccc1 | -1.4 | 0.5
C[C@@H]1CCCCO[C@H](CN(C)S(=O)(=O)c2ccc(Cl)cc2)[C@@H](C)CN([C@@H](C)CO)C(=O)c2cc(NC(=O)CCCN(C)C)ccc2O1 | 1.8 | 1.3
COc1ccc(C(=O)Nc2ccc3c(c2)C(=O)N(C)C[C@@H](OC)[C@@H](C)CN[C@H](C)CO3)cc1 | 0.8 | -0.7
COc1ccccc1CNC(=O)C[C@@H]1C[C@H]2c3cc(NC(=O)C4CCOCC4)ccc3O[C@H]2[C@@H](CO)O1 | -1.7 | -0.5
C[C@@H]1CN([C@H](C)CO)S(=O)(=O)c2ccc(-c3cccc(C(=O)N(C)C)c3)cc2O[C@H]1CN(C)C | -0.7 | -0.7
C[C@H]1CCCCO[C@H](CN(C)Cc2ccncc2)[C@@H](C)CN([C@@H](C)CO)C(=O)c2cc(NC(=O)Cc3ccccc3)ccc2O1 | 1.1 | 0.0
CNC[C@H]1OCCCC[C@@H](C)Oc2ccc(NS(=O)(=O)c3ccccc3)cc2C(=O)N([C@H](C)CO)C[C@H]1C | -2.9 | 0.0
C[C@@H](NC(=O)C[C@@H]1C=C[C@H](NC(=O)Cc2ccccn2)[C@@H](CO)O1)c1ccccc1 | -2.0 | 0.5
O=C(c1ccccn1)N1CC[C@@H]2[C@H](CO)Nc3ccc(-c4ccccc4F)cc3[C@@H]21 | 6.1 | 0.2

7 entries out of the list, ordered by formula weight, low to high:
SMILES | Mtb BioA inh | TcdB inh
CCCNC(=O)C[C@H]1CC[C@H]2[C@@H](COC[C@H](O)CN2C(=O)C2CCOCC2)O1 | -1.6 | -1.1
O=C(c1ccccn1)N1CC[C@@H]2[C@H](CO)Nc3ccc(-c4ccccc4F)cc3[C@@H]21 | 6.1 | 0.2
Cc1cccc(-c2ccc([C@H]3[C@@H](CO)N4CCCCN(C(=O)c5ccc6c(c5)OCO6)C[C@H]34)cc2)c1 | -1.4 | 0.8
C[C@@H]1CN([C@H](C)CO)C(=O)CCCn2cc(nn2)CO[C@@H]1CN(C)S(=O)(=O)c1cccs1 | -3.1 | -1.2
C[C@@H]1CN([C@H](C)CO)S(=O)(=O)c2ccc(-c3cccc(C(=O)N(C)C)c3)cc2O[C@H]1CN(C)C | -0.7 | -0.7
C[C@H]1CCCCO[C@H](CN(C)Cc2ccncc2)[C@@H](C)CN([C@@H](C)CO)C(=O)c2cc(NC(=O)Cc3ccccc3)ccc2O1 | 1.1 | 0.0
C[C@@H]1CN([C@H](C)CO)C(=O)Cc2cc(NC(=O)CCN3CCOCC3)ccc2O[C@@H]1CN(C)Cc1ccc(Cl)c(Cl)c1 | -4.4 | 0.6

Remaining list, next part.
SMILES | Mtb BioA inh | TcdB inh
CCS(=O)(=O)Nc1ccc2c(c1)C(=O)N(C)C[C@@H](OC)[C@H](C)CN(C(=O)c1ccc3c(c1)OCO3)[C@@H](C)CO2 | 1.9 | 0.3
COc1ccc(S(=O)(=O)N(C)C[C@H]2Oc3ccc(NC(=O)Cc4ccccc4)cc3C(=O)N([C@H](C)CO)C[C@H]2C)cc1 | -3.2 | 0.3
CCC(=O)Nc1ccc2c(c1)OC[C@@H](C)N(Cc1ccccc1F)C[C@@H](C)[C@@H](OC)CN(C)C2=O | 1.2 | 1.3&0.4
Cc1ccc(-c2ccc3c(c2)O[C@@H](CN(C)C(=O)C2CC2)[C@H](C)CN([C@H](C)CO)S3(=O)=O)cc1 | 4.1 | 1.2
COc1ccc(NC(=O)Nc2cccc3c2O[C@H](CN(C)C(=O)Nc2c(C)noc2C)[C@H](C)CN([C@@H](C)CO)C3=O)cc1 | 6.0 | 0.7
Cc1noc(C)c1S(=O)(=O)Nc1ccc2c(c1)C(=O)N([C@@H](C)CO)C[C@H](C)[C@H](CN(C)S(=O)(=O)c1cn(C)cn1)OCCCC[C@@H](C)O2 | -0.4 | -0.1
C[C@@H]1CN([C@H](C)CO)C(=O)c2cccc(NC(=O)C3CCOCC3)c2O[C@@H]1CN(C)Cc1ccncc1 | -1.8 | 0.2
C[C@@H]1CN([C@@H](C)CO)C(=O)Cc2cc(NC(=O)Nc3ccc4c(c3)OCO4)ccc2O[C@@H]1CN(C)Cc1ccncc1 | 1.6 | 0.9
O=C(NCC[C@H]1CC[C@@H](NC(=O)C2CC2)[C@H](CO)O1)c1cc(Cl)cc(Cl)c1 | 0.7 | 0.7
C[C@H]1CN([C@@H](C)CO)C(=O)Cc2cc(NC(=O)Cc3cn(C)c4ccccc34)ccc2O[C@@H]1CN(C)S(C)(=O)=O | 1.2 | -9.7
Cc1noc(C)c1NC(=O)N(C)C[C@H]1Oc2ccc(NC(=O)C3CC3)cc2C(=O)N([C@@H](C)CO)C[C@@H]1C | 0.3 | 0.5
C[C@H](CO)N1C[C@H](C)[C@H](CN(C)S(=O)(=O)c2cccs2)OCCCC[C@H](C)Oc2ccc(NC(=O)Nc3ccccc3)cc2C1=O | 0.2 | 0.2
C[C@@H]1CN([C@@H](C)CO)C(=O)c2cc(C#CC3CC3)cnc2O[C@H]1CN(C)C(=O)CC1CC1 | -0.2 | -0.4
O=C(C1CCCCC1)N1C[C@@H]2[C@H](c3ccccc31)[C@@H](CO)N2C(=O)Cc1ccccn1 | -2.5 | -0.7
C[C@@H]1CN([C@H](C)CO)C(=O)c2cc(C#Cc3ccccc3F)cnc2O[C@H]1CN(C)C(=O)C1CC1 | 1.1 | -0.7
C[C@@H]1CN([C@@H](C)CO)C(=O)Cc2cc(NC(=O)NC3CCCCC3)ccc2O[C@H]1CN(C)C(=O)Nc1ccc(C(F)(F)F)cc1 | -3.4 | 0.8
O=C(Nc1ccc(F)cc1)N1CCCCN2[C@@H](CO)[C@@H](c3ccc(-c4cccc(F)c4)cc3)[C@@H]2C1 | -1.4 | -1.5
CCNC(=O)[C@H]1[C@H](CO)[C@H]2Cn3c(ccc(/C=C/c4ccccc4)c3=O)[C@H]2N1C(=O)C1CC1 | -0.4 | 0.1
CO[C@@H]1CN(C)C(=O)c2ccc(NC(=O)Nc3ccc(Cl)cc3)cc2OC[C@@H](C)N(C(=O)Nc2c(C)noc2C)C[C@H]1C | 7.2 | 1.5
COc1cccc(-c2ccc3n(c2=O)C[C@H]2[C@H](CO)[C@@H](C(=O)O)[C@@H]3N2C(=O)c2cnccn2)c1 | 0.7 | 1.0
C[C@H](CO)N1C[C@H](C)[C@@H](CN(C)C(=O)Nc2ccc(F)cc2)Oc2ccc(NC(=O)C3CC3)cc2CC1=O | -0.4 | 0.3
C[C@H](CO)N1C[C@H](C)[C@H](CN(C)Cc2ccccn2)Oc2ncc(C#CC3(O)CCCC3)cc2C1=O | -4.3 | -0.9
C[C@H]1CN([C@@H](C)CO)C(=O)c2cc(C#CC3(O)CCCC3)cnc2O[C@@H]1CN(C)Cc1ccccn1 | -0.4 | 0.7
COCC(=O)Nc1ccc2c(c1)C(=O)N(C)[C@H]1CC[C@H](CC(=O)NCCc3ccccc3)O[C@H]1CO2 | 4.5 | 0.3
C[C@@H]1CCCCO[C@H](CN(C)C(=O)Nc2ccc(F)cc2)[C@H](C)CN([C@H](C)CO)C(=O)c2cc(NC(=O)CCC(F)(F)F)ccc2O1 | 0.4 | -0.9
Next compounds:
SMILES | Mtb BioA inh | TcdB inh
CC(C)NC(=O)N(C)C[C@@H]1Oc2ncc(C3=CCCCC3)cc2C(=O)N([C@@H](C)CO)C[C@@H]1C | -5.5 | 1.1
C[C@H]1CN([C@@H](C)CO)C(=O)c2cccc(NC(=O)C3CC3)c2O[C@@H]1CN(C)Cc1ccncc1 | -0.7 | -5.7
C[C@@H]1CCCCO[C@@H](CN(C)Cc2ccc3c(c2)OCO3)[C@H](C)CN([C@H](C)CO)C(=O)c2cc(NC(=O)NC3CCCCC3)ccc2O1 | -0.2 | 1.4
CO[C@@H]1CN(C)C(=O)c2cc(NC(=O)Nc3ccccc3F)ccc2OC[C@@H](C)N(Cc2ccccc2C(=O)O)C[C@H]1C | -1.0 | -3.9
COc1ccc(C(=O)N2C[C@@H]3[C@H](c4ccccc42)[C@@H](CO)N3C(=O)NC(C)C)cc1 | -1.1 | 0.0
C[C@@H]1CN([C@H](C)CO)C(=O)c2cc(C#CC3(O)CCCC3)cnc2O[C@H]1CN(C)C(=O)CN(C)C | 0.6 | -1.4
COCC(=O)N(C)C[C@H]1[C@H](c2ccccc2)[C@@H](CO)N1C(=O)Cc1ccncc1 | -2.6 | -1.1
O=C(Cc1ccccn1)N1[C@@H]2CNc3ccccc3[C@@H]2[C@@H]1CO | -0.7 | -0.5
C[C@H](CO)N1C[C@H](C)[C@@H](CN(C)C(=O)CN2CCOCC2)Oc2ncc(/C=C/c3ccccc3)cc2C1=O | -2.6 | 0.5
O=C(c1ccccc1F)N1C[C@H]2[C@@H](c3ccccc31)[C@@H](CO)N2C(=O)c1ccc(F)cc1 | -2.5 | -2.0
C[C@H](CO)N1C[C@H](C)[C@H](CN(C)CC2CCCCC2)OCCCC[C@H](C)Oc2ccc(NS(C)(=O)=O)cc2C1=O | -1.9 | 0.9
O=C([C@H]1[C@H](CO)[C@H]2Cn3c(ccc(-c4ccncc4)c3=O)[C@@H]1N2Cc1ccccc1)N1CCOCC1 | -0.7 | -0.8
C[C@H]1CN([C@@H](C)CO)C(=O)c2cc(NC(=O)Nc3cccc4ccccc34)ccc2O[C@H]1CN(C)Cc1ccc(-c2ccccc2)cc1 | 0.0 | 0.2
C[C@@H]1CN([C@@H](C)CO)S(=O)(=O)c2ccc(-c3cncnc3)cc2O[C@@H]1CN(C)C(=O)Cc1ccccc1 | 2.0 | -1.4
C/C=C/c1ccc2c(c1)O[C@@H](CN(C)Cc1ccc(C(=O)O)cc1)[C@@H](C)CN([C@@H](C)CO)S2(=O)=O | 2.5 | -3.1
C[C@@H]1CN([C@@H](C)CO)C(=O)CCCn2nncc2CO[C@H]1CN(C)Cc1ccc(C(=O)Nc2ccccc2N)cc1 | 0.7 | -0.3
CO[C@@H]1CC[C@@H]2CCOc3c(C#N)cccc3C(=O)N(C)C[C@H](C)C(=O)N(C)C[C@H]1O2 | -0.4 | -3.2
CO[C@@H](CN(C)C(=O)c1cnccn1)[C@@H](C)CN([C@@H](C)CO)S(=O)(=O)c1ccc(Cl)cc1 | 5.1 | -0.3
O=C(C[C@H]1CC[C@@H]2[C@H](COC[C@@H](O)CN2C(=O)c2cnccn2)O1)NCc1ccccc1 | 12 | -1.1
CCCc1cn(CC[C@H]2CC[C@H](NC(=O)Nc3ccc4c(c3)OCO4)[C@@H](CO)O2)nn1 | -0.5 | 1.5
C[C@@H]1CN([C@H](C)CO)S(=O)(=O)c2ccc(C#Cc3ccccn3)cc2O[C@H]1CN(C)Cc1ccccc1 | -7.8 | -0.7
COCCNC(=O)C[C@@H]1C[C@H]2c3cc(NC(=O)C4CCOCC4)ccc3O[C@H]2[C@H](CO)O1 | -1.2 | 0.8
C[C@@H]1CN([C@H](C)CO)C(=O)c2cc(-c3cccc(F)c3)cnc2O[C@@H]1CN(C)Cc1ccccc1 | 1.6 | -0.2
O=C(C[C@@H]1CC[C@H]2[C@@H](COC[C@H](O)CN2Cc2ccncc2)O1)NCc1ccccc1Cl | -0.6 | -1.0
